Bioassay records: PubChem, several laboratories
BoNT F protease: BoNT/F light chain protease inhibitors, primary screen, biochemical, flow cytometry, MLPCN library; Multiplex microsphere protease cleavage assay; Botulinum neurotoxin type F light chain protease (Clostridium botulinum); 360,000 tested, 0.22% active; AID 588497, 2011; inhibition, % at 10 µM; in the data active = inhibition above about 35%, passing the limit was not always enough; inconclusive = no clear call, values can overlap the other calls; note: plate controls were buffer without enzyme for full effect and enzyme alone for no effect
CCHFV vOTU inh: CCHFV vOTU protease inhibitors, primary screen, biochemical, Pep-AMC substrate, fluorescence; inhibition, % at 11.5 µM; Crimean-Congo hemorrhagic fever virus L polyprotein viral ovarian tumor (vOTU) protease …; 370,000 tested, 0.55% active; note: 0% = vehicle wells with enzyme and 100% = no enzyme wells
Rv3671c protease: Rv3671c serine protease inhibitors, primary screen, biochemical, fluorescence polarization, M. tuberculosis H37Rv; inhibition, % at 5.96 µM; 320,000 tested, 0.048% active; in the data active = inhibition above about 38%;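 note: extracellular domain of Rv3671c used as enzyme; 0% = enzyme with DMSO and 100% = no enzyme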
Target sequence (P9WHR9 whole entry, looked up, the tested form may be a part): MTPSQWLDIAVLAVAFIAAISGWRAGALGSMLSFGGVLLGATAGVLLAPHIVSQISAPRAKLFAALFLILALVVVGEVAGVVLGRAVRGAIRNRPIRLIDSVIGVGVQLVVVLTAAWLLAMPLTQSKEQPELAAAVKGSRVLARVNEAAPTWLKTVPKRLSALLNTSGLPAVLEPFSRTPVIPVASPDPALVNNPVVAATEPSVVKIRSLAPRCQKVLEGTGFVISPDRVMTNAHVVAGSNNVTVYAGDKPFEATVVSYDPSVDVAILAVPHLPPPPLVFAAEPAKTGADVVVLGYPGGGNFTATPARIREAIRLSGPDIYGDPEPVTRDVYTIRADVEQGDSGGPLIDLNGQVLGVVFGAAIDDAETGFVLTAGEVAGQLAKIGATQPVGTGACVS
DUSP3 inh: VHR1 phosphatase inhibitors, primary screen, biochemical, absorbance, uHTS; Dual specificity protein phosphatase 3 (Homo sapiens), P51452; recombinant VHR phosphatase, pNPP absorbance; inhibition, % at 13.3 µM; 290,000 tested, 0.52% active; AID 1654, 2009; in the data active = inhibition above about 50%; note: some compounds called inactive have numbers as strong as hits
UGM FP inh: M. tuberculosis UGM enzyme inhibitors, primary screen, biochemical, fluorescence polarization, single point; purified UGM, fluorescence polarization probe displacement; inhibition, % at 10 µM; 320,000 tested, 0.06% active; AID 504406, 2011; in the data active = inhibition above about 10%, passing the limit was not always enough; inconclusive = no clear call, values can overlap the other calls
Target sequence (P9WIQ1 whole entry, looked up): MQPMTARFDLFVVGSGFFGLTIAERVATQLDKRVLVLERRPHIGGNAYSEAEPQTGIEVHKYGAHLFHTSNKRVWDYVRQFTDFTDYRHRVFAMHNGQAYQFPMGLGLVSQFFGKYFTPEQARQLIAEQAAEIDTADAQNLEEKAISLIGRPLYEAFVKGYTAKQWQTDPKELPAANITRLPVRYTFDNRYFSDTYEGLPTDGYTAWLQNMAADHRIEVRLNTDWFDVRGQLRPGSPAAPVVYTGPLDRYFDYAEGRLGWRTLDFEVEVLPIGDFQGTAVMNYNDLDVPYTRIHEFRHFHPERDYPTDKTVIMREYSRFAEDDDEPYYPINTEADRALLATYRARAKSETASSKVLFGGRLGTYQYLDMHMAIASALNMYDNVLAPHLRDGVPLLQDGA
FadD28 binding: inhibitors of FadD28 bisubstrate probe binding, primary screen, biochemical, fluorescence polarization, single point. Mycobacterium tuberculosis FadD28 fatty-acid-AMP ligase. inhibition, % at 12.5 µM. 360,000 tested, 0.22% active; in the data active = inhibition above about 8.5%, passing the limit was not always enough; inconclusive = no clear call, values can overlap the other calls
BioA inh: M. tuberculosis BioA enzyme inhibitors, primary screen, biochemical, plate reader, single point, HTS; purified M. tuberculosis BioA enzyme; 360,000 tested, 0.096% active; inhibition, % at 9.99 µM; in the data active = inhibition above about 40%; inconclusive = no clear call, values can overlap the other calls
GDH-TPI counter: GDH-TPI coupling enzyme inhibitors, primary screen, artefact control for M. tuberculosis FBA inhibitor project, biochemical, absorbance, full deck | GDH-TPI coupled enzyme counterscreen, NADH absorbance | inhibition, % at 4.8 µM | 360,000 tested, 1.2% active | AID 588335, 2011;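 note: 0% = DMSO wells and 100% = wells lacking the enzyme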
FBA Mtb inh: Mtb FBA enzyme inhibitors, primary screen, biochemical, fluorescence, strain H37Rv; Fructose-bisphosphate aldolase (Mycobacterium tuberculosis (strain ATCC 25618 / H37Rv)), …; AID 588726, 2011; inhibition, % at 1 µM; purified M. tuberculosis FBA, fluorescence read-out; 360,000 tested, 2.3% active; in the data active = inhibition above about 27%;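 note: 0% = vehicle and 100% = reference inhibitor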
MazF activator: activators of E. coli MazEF toxin-antitoxin RNase, primary screen, biochemical, fluorescence, uHTS; FAM/BHQ RNA-DNA oligo cleavage fluorescence, 5 h; activation, % at 20 µM; 350,000 tested, 0.32% active; in the data active = activation above about 50%
Target sequence (P0AE70 whole entry, looked up): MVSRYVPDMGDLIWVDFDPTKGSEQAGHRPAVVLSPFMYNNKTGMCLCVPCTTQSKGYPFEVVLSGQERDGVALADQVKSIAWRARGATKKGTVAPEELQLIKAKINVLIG
Numbers without * were called inactive; ? = inconclusive; nt = no result given; & = joins results of further samples. Cut-off read from the data, not from the text of the source, unless noted: active = inhibition above about 30%; inactive = the rest. Rows are unselected, and some 4.9% of all compounds hit somewhere here.

The line under a structure holds: GDH-TPI counter	BioA inh	FBA Mtb inh	MazF activator	Rv3671c protease	BoNT F protease	FadD28 binding	DUSP3 inh	UGM FP inh	CCHFV vOTU inh
- Cc1ccc(S(=O)(=O)NCCCNS(=O)(=O)c2ccccc2Br)cc1
  -5	1.8	-1	-1	nt	-1	-1.5	nt	nt	5
- NCCN1CCN(CC(=O)N2c3ccccc3C(=O)Nc3cccnc32)CC1
  11	0.7	4	4	6	2	0.4	nt	1.0	1
- COc1ccc(NC(=O)C(OC)c2ccccc2)cc1Cl (stereo not drawn)
  13	nt	0	-1	5	-12	-5.3	-1	-0.4	-2
- Cc1ccc(C(=O)C2CCN(C(=S)NCCCOC(C)C)CC2)cc1
  5	-0.6	1	-7	-3	?	0.3	20	-0.3	10
- O=C(/C=C/c1ccc(O)cc1)c1ccccc1
  18	nt	-4	-5	6	-5	-3.8	4	0.1	-6
- CC(O)CNc1ncnc2nc[nH]c12 (stereo not drawn)
  -1	-2.5	-3	3	0	-22	-0.2	22	-3.3	-11
- CCOC(=O)c1ccccc1NC(=O)CSc1nc2ccccc2c(=O)[nH]1
  7	nt	1	13	-2	-1	-0.3	14	0.5	0
- COc1cc(OC)cc(C(=O)NC2CCN(C(=O)N3c4ccccc4Sc4ccccc43)CC2)c1
  -1	nt	0	-8	-9	-9	-5.1	6	-3.0	-14
- Cc1ccc(Cn2ncc3c(N4CCN(CC#N)CC4)ncnc32)cc1
  -7	nt	4	1	5	-7	-2.8	20	-0.6	3
- COc1ccc(OC)c(S(=O)(=O)NNC(=S)Nc2ccc3c(c2)OCO3)c1
  10	11	1	6	5	-1	-1.4	6	-1.4	0
- COc1ccc(-c2c(C(C)=O)c(C)nc3sc4c(=N)n(N)cnc4c23)cc1
  6	nt	-2	5	16	0	-3.6	30	-5.8	-6
- CCCCNC(=O)C(=O)N/N=C/c1ccc(C(=O)OC)cc1
  5	nt	1	-29	-2	-4	-0.4	-15	-0.1	-10
- CC[n+]1c(/C=C/N(C)c2ccccc2)oc2ccc(F)cc21
  42*	-2.0	-1	-45	-40	1	0.5	-4	1.4	4
- C=CC[N+](C)(C)CCCNC(=O)/C=N/O
  4	nt	3	-9	-6	-21	0.6	8	-1.1	3
- CSc1cccc(NC(=S)N(CCN(C)C)C(C)c2ccncc2)c1 (stereo not drawn)
  20	0.1	4	10	-2	-14	-1.6	19	1.3	-14
- O=C(CSc1nccc(=O)[nH]1)c1c[nH]c2ccccc12
  11	-1.8	1	4	-5	-8	-0.9	12	1.6	-4
- CC1(C)Cc2c(ccc3ccccc23)C(NNC(=O)c2cccnc2)=N1
  11	1.5	1	14	2	6	0.9	15	-2.0	8
- CC(C)CC(C(=O)NC1CCCC1)N(Cc1cccs1)C(=O)c1snc(C(N)=O)c1N (stereo not drawn)
  9	1.4	3	2	1	29	-1.3	18	-0.1	-9
- CCCC(=Nc1ccc(N)cc1)C1=C(O)C(C(=O)OC)C(C)(C)CC1=O (stereo not drawn)
  20	-1.6	-3	-9	-33	0	0.9	15	3.6	103*
- Cc1noc(C)c1NC(=O)N(C)C[C@H]1Oc2c(cccc2N(C)C)C(=O)N([C@H](C)CO)C[C@@H]1C
  7	-2.3&0.1	7	-1	nt	-8	-0.8	nt	nt	9
- O=C(CC(O)(c1ccccc1)C(F)(F)F)c1cccs1 (stereo not drawn)
  2	-2.1	4	-5	3	2	0.6	3	2.1	-13
- CC(C)c1ccc(C2(C)NC(=O)N(CC(=O)NC3(C#N)CCCC3)C2=O)cc1 (stereo not drawn)
  -6	nt	-2	1	5	-7	-2.7	nt	1.7	-7
- COc1cccc(C(=O)Nc2ccc(F)c(F)c2F)c1
  10	0.9	-2	-5	-2	-16	0.6	20	2.5	2
- CC(=O)Nc1ccc2c(c1)nc1n2CCSC1
  7	1.5	3	-9	-5	1	-2.1	4	3.3	16
- CC(=O)N(CN1C(=O)CCC1=O)c1ccc(Cl)c(Cl)c1
  2	nt	8	14	-4	-5	0.4	4	0.5	18
- CC(C)n1c(SCC(=O)Nc2nncs2)nnc1-c1ccco1
  nt	nt	nt	0	1	nt	nt	34	0.5	nt
- CC(C)(C)OC(=O)N1CCCC(C(=O)Nc2cccc(C(=O)NC3CC3)c2)C1 (stereo not drawn)
  -2	-1.8	1	3	nt	0	-3.2	nt	nt	-9
- COc1ccc(NC(=O)C2CCCN(S(=O)(=O)c3c(C)n[nH]c3C)C2)cc1OC (stereo not drawn)
  -5	nt	0	12	5	-3	-0.2	-20	-0.5	-1
- CC(C)NC(=O)NC(=O)COC(=O)c1ncc(Cl)c(Cl)c1Cl
  -5	nt	2	8	-2	4	-1.3	7	-4.1	-14
- Cc1cccc(C(=O)N[C@H](C(=O)Nc2nc3ccc(S(C)(=O)=O)cc3s2)C(C)C)c1
  4	nt	5	7	-14	-2	-12	7	-0.5	7
- O=C(NNC(=O)C1C2C=CC(C2)C1C(=O)O)c1ccccc1O (stereo not drawn)
  4	-1.9	9	14	1	-3	-1.4	26	-0.8	9
- COc1ccc(/C=C2\SC(=S)N(CCC(=O)Nc3cccc(O)c3)C2=O)cc1
  15	-1.7	-3	13	nt	10	-1.0	1	nt	28
- C=CCSc1nc2ccccc2c2nc(-c3ccccc3)nn12
  5	nt	-1	3	-8	-10	-2.1	21	2.7	27
- COc1cccc(-c2c(C(=O)N/N=C/c3ccoc3)nnn2-c2nonc2N)c1
  4	0.7	5	6	-9	-1	-1.9	1	0.6	11
- CCOC(=O)N1CCN(C(=O)CN(c2cccc(C)c2)S(=O)(=O)c2ccc(C)cc2)CC1
  0	0.2	0	-1	5	-2	-3.1	3	-1.1	1
- COc1ccc(NC(=O)C(NC(=O)c2ccccc2)C(C)C)cc1 (stereo not drawn)
  -4	0.1	2	5	-3	5	-2.0	2	-1.0	-5
- CCc1cc2c(SCC(=O)c3ccc(C)cc3)ncnc2s1
  6	-0.5	-3	-1	-3	-6	-1.7	25	-1.3	4
- OCCCn1c(C2CCCN2c2nc(-c3ccc(Cl)cc3)cs2)nc2cc(C(F)(F)F)ccc21 (stereo not drawn)
  7	-1.8	-3	-8	1	-5	-5.1	nt	1.2	0
- CC1CCN(c2c(NCC3CCC(C(=O)Nc4ccccn4)CC3)c(=O)c2=O)CC1 (stereo not drawn)
  8	0.9	5	3	5	5	-2.6	15	-0.3	-4
- O=C(/C=C/c1cccs1)c1cc(Cl)ccc1O
  -5	-0.2	-1	0	-2	-6	-3.8	19	-0.2	2
- COc1ccccc1Cc1c(-c2ccc(OC)c(OC)c2)nc2c(C)cc(Br)cn12
  nt	-0.1	3	nt	nt	1	-2.6	nt	nt	1
- CCOC(=O)Cc1csc(NC(=O)c2cccc(N3C(=O)CCC3=O)c2)n1
  9	nt	-2	-6	14	-3	-0.9	21	-1.4	-2
- Cc1ccc(SCC(=O)OCC(=O)NCCc2ccc(S(N)(=O)=O)cc2)c(C)c1
  -3	-1.0	-2	13	1	-4	-4.0	nt	6.0	9
- CCN(CC)Cc1c(O)ccc2c(=O)c(-c3ccccc3Cl)coc12
  31*	3.6	85*	-3	4	2	-1.2	1	1.0	-120
- O=C(CCC1CCN(Cc2ccccc2Cl)CC1)NC1CC1
  0	0.2	1	-4	-3	?	-0.7	25	1.0	4
- O=C(NCCc1ccc(Cl)cc1)c1cccc(S(=O)(=O)N2CCCC2)c1
  4	1.5	1	-3	nt	-3	0.8	nt	nt	5
- Nc1nnc(CCCCCCCCCCc2nnc(N)s2)s1
  -4	nt	2	-10	-6	0	-10	18	3.7	6
- O=C(Cn1ccc2cc(S(=O)(=O)N3CCCCC3)ccc21)NCc1ccccc1F
  0	-0.9	0	7	-8	1	-4.5	8	-1.2	19
- COCC(=O)N(C)C[C@H]1Oc2ncc(Br)cc2C(=O)N([C@@H](C)CO)C[C@H]1C
  1	1.6&-0.9&2.4	-2	3	nt	-4	-1.7	nt	nt	-14
- O=C(O)Cc1ccc(NC(=O)c2cccs2)cc1
  4	-0.7	-1	0	-8	0	-4.8	-5	2.2	9
- CCOCCOC(=O)c1ccc(-n2cnc(C)n2)nc1
  1	nt	-2	7	-12	2	-0.3	20	1.9	-13
- CCc1ccc(NC(=O)COc2ccc(F)cc2C(=O)c2cnn(-c3ccccc3)c2)cc1
  1	nt	0	-5	-13	1	-2.9	18	-1.3	5
- CCOCCCNC(=O)CCSc1ccc(C)cc1
  1	-2.4	-1	6	3	8	0.0	0	2.9	13
- Cc1cc(CN2CCCC(C(=O)Nc3ccc(-c4nc5ccccc5[nH]4)cc3)C2)n[nH]1 (stereo not drawn)
  12	0.7	6	-11	-3	-15	-9.6	19	4.4	6
- COc1ccc(-c2cc(CN3C(=O)c4ccccc4C3=O)on2)cc1
  -5	-0.5	2	-2	-3	-4	-2.2	nt	-3.3	-15

Not a retest: entries from further up.
The line under a structure holds: GDH-TPI counter	BioA inh	FBA Mtb inh	MazF activator	Rv3671c protease	BoNT F protease	FadD28 binding	DUSP3 inh	UGM FP inh	CCHFV vOTU inh
- Cc1ccc(SCC(=O)OCC(=O)NCCc2ccc(S(N)(=O)=O)cc2)c(C)c1
  -3	-1.0	-2	13	1	-4	-4.0	nt	6.0	9
- CCN(CC)Cc1c(O)ccc2c(=O)c(-c3ccccc3Cl)coc12
  31*	3.6	85*	-3	4	2	-1.2	1	1.0	-120
- O=C(CCC1CCN(Cc2ccccc2Cl)CC1)NC1CC1
  0	0.2	1	-4	-3	?	-0.7	25	1.0	4
- O=C(NCCc1ccc(Cl)cc1)c1cccc(S(=O)(=O)N2CCCC2)c1
  4	1.5	1	-3	nt	-3	0.8	nt	nt	5
- Nc1nnc(CCCCCCCCCCc2nnc(N)s2)s1
  -4	nt	2	-10	-6	0	-10	18	3.7	6
- O=C(Cn1ccc2cc(S(=O)(=O)N3CCCCC3)ccc21)NCc1ccccc1F
  0	-0.9	0	7	-8	1	-4.5	8	-1.2	19
- COCC(=O)N(C)C[C@H]1Oc2ncc(Br)cc2C(=O)N([C@@H](C)CO)C[C@H]1C
  1	1.6&-0.9&2.4	-2	3	nt	-4	-1.7	nt	nt	-14
- O=C(O)Cc1ccc(NC(=O)c2cccs2)cc1
  4	-0.7	-1	0	-8	0	-4.8	-5	2.2	9
- CCOCCOC(=O)c1ccc(-n2cnc(C)n2)nc1
  1	nt	-2	7	-12	2	-0.3	20	1.9	-13
- CCc1ccc(NC(=O)COc2ccc(F)cc2C(=O)c2cnn(-c3ccccc3)c2)cc1
  1	nt	0	-5	-13	1	-2.9	18	-1.3	5
- CCOCCCNC(=O)CCSc1ccc(C)cc1
  1	-2.4	-1	6	3	8	0.0	0	2.9	13
- Cc1cc(CN2CCCC(C(=O)Nc3ccc(-c4nc5ccccc5[nH]4)cc3)C2)n[nH]1 (stereo not drawn)
  12	0.7	6	-11	-3	-15	-9.6	19	4.4	6
- COc1ccc(-c2cc(CN3C(=O)c4ccccc4C3=O)on2)cc1
  -5	-0.5	2	-2	-3	-4	-2.2	nt	-3.3	-15
